From PubChem
Lipid storage S3: qHTS Assay for Lipid Storage Modulators in Drosophila S3 Cells | Drosophila S3 cells, BODIPY lipid droplet fluorescence, 18-24 h; cells fed with added oleic acid | Potency in µM for hits, for the others lipid storage change, negative = inhibition, % at the top dose, mostly 46.1 µM | hit rate 0.64% among 320,000; active = well fitted inhibition curve with a large enough effect in the signal ratio, with a control signal flat, not every such curve was filed as active; inconclusive = small, poorly fitted or top-dose-only effect, or effect the other way, or a change in a side signal; the % refers to the signal ratio
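Drosophila S3 cells got compounds at several concentrations plus oleic acid (400 uM solution). Laser-scanning cytometry with 488 nm excitation read lipid droplets at 500-530 nm and cells at 575-640 nm. Percent activity was relative to 20 uM Triacsin C.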
Lipid storage S3 cell count max: also measured in Lipid storage S3; calls as there; cell number change, %; measured here: cell count max response;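 cells counted by Cell Tracker Red CMTPX staining in the red channel; peak over a dose series mostly up to 46.1 µM; percent activity relative to internal control wells on each plate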
The depositor's hits bear a star; i = inactive; u = inconclusive; x = no result given; [ ] = another dose, or the depositor's remark. % is set by controls: 0 for no effect and ±100 for the full control effect; potency is the fitted concentration of half-maximal effect. The list is partial; the hit share may differ from the screen's.

Lipid storage S3	Lipid storage S3 cell count max	Structure
-19%	-3	OCCNC(=S)NC1CCCCC1
i	21	COc1ccccc1NC(=O)N1CCCC(CNC(=O)c2ccccc2Cl)C1 (stereo unspecified)
10%	5	CCOC(=O)c1ccc2[nH]c(C)cc(=O)c2c1
1%	-2	CC(=O)Cc1nsc(NC(=O)c2ccc(Br)o2)n1
8%	2	CN(C(=O)COc1nnc(-c2cccs2)c(-c2cccs2)n1)c1ccccc1
u	x	CC(=O)C1=C(O)C(=O)N(c2cccnc2)C1c1cccc([N+](=O)[O-])c1 (stereo unspecified)
-11%	-5	S=C(Nc1ccc(Nc2ccccc2)cc1)NC1CCCCCC1
u	x	COc1ccc(CCNC(=O)CSc2nnc(CNC(=O)c3cccs3)o2)cc1OC
u	x	O=C(CN1CCN(c2ccc(O)cc2)CC1)N(C1CC1)C1CCS(=O)(=O)C1 (stereo unspecified)
-19%	x	Cc1cccc(NC(=O)C2CCCN(c3cnccn3)C2)c1 (stereo unspecified)
u	x	O=C(Nc1ccccc1N1CCCC1)C1CCN(S(=O)(=O)c2ccccc2)CC1
1%	13	CCC(C)NCCCOc1cc(Cl)ccc1Cl (stereo unspecified)
u	x	O=C(c1ccccc1)N1CCN(C(=O)c2nn3c(C(F)(F)F)cc(-c4ccco4)nc3c2Br)CC1
2%	29	Cc1cc(C(=O)N/N=C/c2cccnc2)n[nH]1
u	x	CCc1cccc(NC(=O)CN(c2ccc(OC)cc2)S(=O)(=O)c2c(C)n[nH]c2C)c1
u	x	COc1cccc(N2CCN(CC(=O)Nc3nc(C)c(C(=O)N(C)C)s3)CC2)c1
u	x	COc1ccc(OC)c2c1cc(C(=O)N[C@@H](Cc1ccccc1)C(=O)O)n2C
-5%	-15	CC1CC2(NC(=O)NC2=O)C(C)CN1C (stereo unspecified)
u	x	O=[N+]([O-])c1ccc(N=Cc2c(O)ccc3ccccc23)cc1
6%	25	CCn1nc(C(=O)NNC(=O)c2ccccc2)c2ccccc2c1=O
u	x	Cc1c(NC(=O)CSc2nc3ccccc3n2C)c(=O)n(-c2ccccc2)n1C
10%	-3	C/C(=N\NC(=O)c1ccncc1)C12CC3CC(CC(C3)C1)C2
-17%	-12	Nc1sc(-c2ccccc2)c(Cc2ccccc2)c1C(=O)O
u	x	Clc1ccc(CCNc2ncnc3nc[nH]c23)cc1
19%	13	N#CCCN(C(=O)COc1ccc(Cl)cc1Cl)c1ccccc1
18%	-1	CCN1CCN(Cc2c(O)c(Cl)cc3c(C)cc(=O)oc23)CC1
-22%	-1	CN1CCN(c2ccccc2NC(=O)COc2ccc(Cl)cc2)CC1
-16%	x	O=C(CSc1ccccc1)N/N=C/c1ccccc1O
u	x	COc1ccc2[nH]c3c(c2c1)CCN1C(=O)N([C@@H](C)C(=O)NCc2ccc(C)cc2)C(=O)[C@]31C
i	x	CC(=O)c1sc(NC(=O)CCOc2ccccc2)nc1C
u	x	COc1ccc(CNS(=O)(=O)c2ccc3c(c2)NC(=O)CS3)cc1
u	x	COc1ccc(Nc2ncnc3c2cnn3-c2ccccc2)cc1OC
u	x	COC(=O)C1CCN(Cc2cc(=O)oc3cc(OC)ccc23)CC1
-5%	12	Cc1noc(C)c1NC(=O)NC(c1ccccc1)c1ccccc1
22%	17	C=CCNC(=S)NCc1ccccc1
0%	7	COc1ccc(CC(=O)OCC(=O)Nc2ccc(C(=O)Nc3ccc(OC)cc3)cc2)cc1
6%	12	COc1ccccc1CC1CC(=O)N(c2cccc(Cl)c2C)C1=O (stereo unspecified)
u	x	CC(=O)N1CCN(c2ccc(NC(=O)c3ccco3)cc2Cl)CC1
-4%	-3	Cc1cccc(NC(=O)C2COc3ccccc3O2)c1 (stereo unspecified)
0%	0	C#Cc1ccc([C@H]2C=C(C(=O)N3CCN(Cc4ccccc4)CC3)O[C@@H](OCC)[C@@H]2CCCO)cc1
-18%	-7	CCOc1ccc(Cc2nc(C)c(CC(=O)N3CCCCC3)c(=O)[nH]2)cc1
u	x	Cc1ccc(C)c(NC(=O)Cc2nc(CCl)cs2)c1
u	x	Cc1ccc(S(=O)(=O)NNc2nnc(C)c(=O)[nH]2)cc1
u	x	NC(=O)COc1ccc2cc(-c3ccccc3)c(=O)oc2c1
u	x	CCC1CCCCN1C(=O)COc1c(Br)cc(Br)c2cccnc12 (stereo unspecified)
u	x	O=C(/C=C\Nc1ccc(S(=O)(=O)Nc2ncccn2)cc1)c1ccccc1
-17%	-3	Cc1ccc(-n2c(C)cc(C(=O)CN3CCOCC3)c2C)cc1C
1%	13	COc1ccc(N2C(=O)C(CC(=O)Nc3ccccc3)N(Cc3ccc(OC)c(OC)c3)C2=O)cc1 (stereo unspecified)
-23%	-5	C=CCn1c(NS(=O)(=O)c2ccccc2)c(S(=O)(=O)c2ccc(C)cc2)c2nc3ccccc3nc21
u	x	Cc1cc(C)n(-c2nnc3n2N=C(c2c[nH]c4ccccc24)CS3)n1
u	x	O=C(COC(=O)c1cccs1)NC1CCCC1
i	x	CCCCn1cc(SCC(=O)O)c2ccccc21
u	x	COc1nc(Nc2ccc([N+](=O)[O-])cc2)nc(NC(C)C)n1
u	x	Cc1ccc2nc(SCC(=O)c3cc(C)n(C)c3C)[nH]c2c1
0%	-13	CC(c1ccccc1)n1c(CCCO)nc2ccccc21 (stereo unspecified)
u	x	CCCN(C(=O)COC(=O)CCOc1ccc(C)cc1)c1c(N)n(Cc2ccccc2)c(=O)[nH]c1=O
u	x	CCOC(=O)C1=C(C)Nc2nc(=S)[nH]n2C1c1ccc(Cl)cc1 (stereo unspecified)
u	x	O=C(c1ccc(S(=O)(=O)N2CCOCC2)cc1)N(c1cccc(Cl)c1)C1C=CS(=O)(=O)C1 (stereo unspecified)
u	x	Cc1occc1C(=O)N1CCN(S(=O)(=O)c2ccccc2)CC1
u	x	O=C(CNC(=O)c1ccc(=O)[nH]c1)Nc1ccc(F)c(F)c1

Structural class: the compounds so far containing a thiophene ring, fused or not.
Lipid storage S3	Lipid storage S3 cell count max	Structure
8%	2	CN(C(=O)COc1nnc(-c2cccs2)c(-c2cccs2)n1)c1ccccc1
u	x	COc1ccc(CCNC(=O)CSc2nnc(CNC(=O)c3cccs3)o2)cc1OC
-17%	-12	Nc1sc(-c2ccccc2)c(Cc2ccccc2)c1C(=O)O
u	x	O=C(COC(=O)c1cccs1)NC1CCCC1

Continued.
Lipid storage S3	Lipid storage S3 cell count max	Structure
u	x	O=C(Cn1cc2c(n1)CCCCC2)NCCCN1CCOCC1
-12%	-15	COC(=O)c1ccc(COC(=O)c2nn(C)c(=O)c3ccccc23)cc1
u	x	Cc1ccc(NC(=O)C2CCN(S(=O)(=O)c3c(C)nn(C)c3C)CC2)c(Cl)c1
u	x	CC(C)n1c(C(F)(F)F)nc2cc(C(=O)N3CCOCC3)ccc21
i	x	O=C(Nc1cc(C(F)(F)F)ccc1Cl)c1ccncc1
2%	7	Cc1[nH][nH]c(=O)c1C(c1cc(Br)ccc1O)c1c(C)[nH][nH]c1=O
3.3µM*	4.0*	CC(C)(C)OC(=O)N1CCN(c2ccc(NC(=O)c3ccco3)cc2)CC1
4%	-3	CCCCOC(=O)CSC1=C(C#N)C(c2ccccc2OC)C(C#N)C(=O)N1 (stereo unspecified)
u	x	Cc1ccc(C(=O)NCCCN2CCOCC2)c(Cl)c1
u	x	COc1ccc(N(CC(=O)N2CCCCCC2)S(=O)(=O)c2ccccc2[N+](=O)[O-])c(OC)c1
u	x	FC(F)(F)c1cccc(-c2nn[nH]n2)c1
u	x	CS(=O)(=O)N(CC(=O)N1CCN(c2ccc(F)cc2)CC1)c1ccc(F)c(Cl)c1
-7%	-4	COc1ccccc1CC(=O)Nc1cc(S(=O)(=O)N2CCOCC2)ccc1N1CCOCC1
-7%	15	CC(NC(=O)Nc1ccc(Cl)cc1)C1CCCO1 (stereo unspecified)
u	x	O=C(Nc1ccccc1)Nc1c(F)cccc1F
u	x	COc1ccc(/C=N/NC(=O)c2ccn[nH]2)cc1Cn1cc([N+](=O)[O-])cn1
i	x	CCCS(=O)(=O)NCCc1cc2ccc(OC)cc2[nH]c1=O
u	x	COc1cccc(/C=N/NC(=O)c2ccc(CN3c4cccc5cccc(c45)S3(=O)=O)cc2)c1
u	x	Cc1oc2cc3oc(=O)c(CCC(=O)NCCC(=O)O)c(C)c3cc2c1C
u	x	CC1=C(C(=O)Nc2ccc(C(=O)N3CCN(c4cccc(Cl)c4)CC3)cc2)SCCO1

Ordered by heavy-atom count (falling): part of the list above
Lipid storage S3	Lipid storage S3 cell count max	Structure
i	x	CCCS(=O)(=O)NCCc1cc2ccc(OC)cc2[nH]c1=O
-7%	15	CC(NC(=O)Nc1ccc(Cl)cc1)C1CCCO1 (stereo unspecified)
u	x	FC(F)(F)c1cccc(-c2nn[nH]n2)c1

The main list resumes; the two compounds before the break are reprinted first.
Lipid storage S3	Lipid storage S3 cell count max	Structure
u	x	Cc1oc2cc3oc(=O)c(CCC(=O)NCCC(=O)O)c(C)c3cc2c1C
u	x	CC1=C(C(=O)Nc2ccc(C(=O)N3CCN(c4cccc(Cl)c4)CC3)cc2)SCCO1
u	x	Cc1ccc(SCC(=O)Nc2ccc(N3CCOCC3)cc2)cc1
i	x	COc1ccc(NC(=O)CN(C)C(=O)c2ccc(NS(=O)(=O)c3ccc(F)cc3)cc2)cc1
i	12	NC(=O)Cn1c(=O)n(CC(=O)N2CCCCC2)c(=O)c2sccc21
0%	-23	Cc1ccccc1C(=O)OCCN(C)Cc1ccccc1
7%	14	O=C(Cc1coc(-c2ccc(F)cc2)n1)N1CCOCC1
u	x	CC(N=C1NS(=O)(=O)c2ccccc21)C(=O)NCc1ccncc1 (stereo unspecified)
u	x	Cc1cccnc1NC(=O)CCc1nnc2ccc(N3CCC4(CC3)OCCO4)nn12
u	x	CCOc1cc(/C=C2\SC(=S)N(NC(=O)c3cccnc3)C2=O)ccc1O
u	x	Cc1cccc(-c2c(NC(=O)c3ccco3)oc3c(C)cccc3c2=O)c1
u	x	COc1cccc(N=Nc2c(N)[nH][nH]c2=O)c1
u	x	CCc1ccccc1NC(=O)CSc1nnc([C@@H](N)Cc2ccccc2)o1
u	x	OC(COc1ccc(Cl)cc1)CN1C2=NCCCN2c2ccccc21 (stereo unspecified)
-3%	-14	COc1ccc(-n2c(-c3ccccc3)c[n+]3c2CCC3)cc1
u	x	CNc1ccc(/C=C(\CCC(=O)O)c2nc3ccccc3s2)cc1[N+](=O)[O-]
u	x	O=C(NC1CCCC1)C1CC1c1ccccc1 (stereo unspecified)
-5%	-13	Cc1cccc(NC(=S)NCC(c2ccccc2)N(C)C)c1 (stereo unspecified)
13%	x	CCOC(=O)C1CCN(Cc2ccc3ccccc3c2)CC1
u	x	CC(C)(C)c1csc(NC(=O)C2=COCCO2)n1
i	7	COC(=O)c1cc(-c2ccc(Cl)cc2)n[nH]1
15µM*	-21*	Cc1cccc(CSCCNC(=O)CSCc2ccc([N+](=O)[O-])cc2)c1

Copied from the results shown (5 entries):
Lipid storage S3	Lipid storage S3 cell count max	Structure
u	x	Cc1ccc(SCC(=O)Nc2ccc(N3CCOCC3)cc2)cc1
i	x	COc1ccc(NC(=O)CN(C)C(=O)c2ccc(NS(=O)(=O)c3ccc(F)cc3)cc2)cc1
i	12	NC(=O)Cn1c(=O)n(CC(=O)N2CCCCC2)c(=O)c2sccc21
0%	-23	Cc1ccccc1C(=O)OCCN(C)Cc1ccccc1
7%	14	O=C(Cc1coc(-c2ccc(F)cc2)n1)N1CCOCC1

New compounds follow.
Lipid storage S3	Lipid storage S3 cell count max	Structure
u	x	COc1ccc(C(=O)NC(C)CCc2ccccc2)c(OC)c1 (stereo unspecified)
u	x	CCc1ccccc1NC(=O)c1ccc2c(c1)CCN2S(C)(=O)=O
-15%	-11	Cc1cc(-c2cc(C(=O)NC3CCCC3)on2)nc(NC2CCCC2)n1
-2%	3	O=C(NC(=S)N1CCOCC1)C12CC3CCC(CC(C3)C1)C2
21%	13	COc1ccc(OC)c(C2C(C#N)=C(N)Oc3c2c(C)nn3-c2cccc(Cl)c2)c1 (stereo unspecified)
u	x	COC(=O)c1oc2ccccc2c1NC(=O)/C=C/C(=O)O
u	x	O=C(CSc1nc2c(cnn2-c2cccc(Cl)c2)c(=O)[nH]1)NCCC1=CCCCC1
u	x	CC1CCC/C(=N/Nc2ccc([N+](=O)[O-])cc2[N+](=O)[O-])C1 (stereo unspecified)
1%	-8	CCCc1nc2cc(CC(=O)OC)ccc2o1
u	x	O=C1OCCC1S(=O)(=O)c1ccc2ccccc2c1 (stereo unspecified)
-3%	3	Cc1ccccc1C(=O)Nc1c(-c2cccs2)c(=O)c2ccccc2n1C
i	-13	O=C(NCc1ccc(F)cc1)C(c1ccc(F)cc1)N(C(=O)c1csnn1)C1CC1 (stereo unspecified)
i	-2	O=C(NCC1CCCO1)c1cc(-c2ccccc2)on1 (stereo unspecified)
-3%	19	Cc1ccc(Cl)cc1NC(=S)N(C)N
u	x	CCCCOC(=O)C1=C(C)NC(=O)NC1c1cc2c(cc1Br)OCO2 (stereo unspecified)
i[0.369 µM]	1	CN(Cc1ccccc1)C(=O)COC(=O)COc1ccc(C#N)cc1
i	21	COC(=O)c1cc(S(=O)(=O)NCC2CCN(CCc3cccs3)CC2)cn1C
